From PubChem
VEEV TC-83 Vero – inhibitors of VEEV TC-83 cytopathic effect, confirmation, Vero cells (AID 588727); inhibition, % at 20 µM, or IC50 in µM where a hit was titrated; Vero cells, VEEV TC-83 cytopathic effect inhibition; higher % means a stronger effect; 0.13% of 350,000 active; in the data active = a potency from the dose series; inconclusive = inhibition mostly from about 14% at the one dose, without a potency; inactive = the rest, 99 in 100 with inhibition below about 12%; note: strong numbers were not always called active
M. tuberculosis – growth inhibition of non-replicating M. tuberculosis (AID 488890) | inhibition, % at 25 µM; hits with a dose series show IC50 in µM | Mycobacterium tuberculosis non-replicating, growth inhibition; higher % means a stronger effect | 0.39% of 320,000 active; in the data active = a potency from the dose series; inconclusive = inhibition mostly from about 82% at the one dose, without a potency; inactive = the rest, 99 in 100 with inhibition below about 76%;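 note: plate controls were DMSO cells for no effect and high antibiotic wells for full effect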
influenza NS1A – H1N1 influenza NS1A inhibitors, functional cell based assay (AID 504329); inhibition, % at 12.5 µM; hits with a dose series show IC50 in µM; 0.3% of 340,000 active; NS1A functional cell-based assay, percent inhibition; higher % means a stronger effect; in the data active = a potency from the dose series; inconclusive = inhibition above about 27% without an active follow-up result; note: strong numbers were not always called active
M. tuberculosis HTS – M. tuberculosis growth inhibition, HTS (AID 449762); M. tuberculosis H37Rv growth inhibition, 7H9 media; higher % means a stronger effect; one-dose inhibition, % at 25 µM; IC50 in µM for titrated hits; 0.59% of 330,000 active; in the data active = a potency from the dose series; inconclusive = inhibition above about 70% without an active follow-up result;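 note: bacterial growth assessed after seven days of incubation; strong numbers were not always called active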
PhoP GFP inhibition – Inhibition of PhoP regulon, Salmonella typhi GFP reporter cells, confirmation, 4 h (AID 1850) | Salmonella Typhi PhoP-promoter GFP reporter, fluorescence, 4 h; higher % means a stronger effect | inhibition, % at 50 µM; hits with a dose series show IC50 in µM | 0.33% of 310,000 active; in the data active = a potency from the dose series; inconclusive = inhibition mostly from about 25% at the one dose, without a potency; inactive = the rest, 99 in 100 with inhibition below about 19%;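 note: 0% = induced wells with vehicle and 100% = uninduced wells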
VEEV TC-83 Vero 10K pilot screen – further read-out of VEEV TC-83 Vero, marked with its call; inhibition, %; measured here: 10K pilot screen inhibition
* hit, by the source's call; i = inactive; ? = inconclusive; / = not tested or not shown.

SMILES	VEEV TC-83 Vero	M. tuberculosis	influenza NS1A	M. tuberculosis HTS	PhoP GFP inhibition	others
Cc1cc(C)n(-c2nc(NCCO)c3c4c(sc3n2)CCCC4)n1	6.8%	?	-3%	10%	-17%
CCCC(=O)C1=C(N(C)c2ccccc2)CC(C)(C)C(C(=O)OC)C1=O (centres undefined)	0.5%	-4%	-1%	7%	-12%
Cc1cccc(N2CCN(C(=O)Cn3nc(C)n4cccc4c3=O)CC2C)c1 (centres undefined)	0.0%	/	2%	-2%	-5%
Cc1cc(C(=O)NN=Cc2c(C)[nH]c3ccccc23)c(C)o1	9.5%	37%	4%	3%	/
Cc1cccc(CSC2=NCCN2C(=O)c2ccc(S(=O)(=O)N(C)C)cc2)c1	5.0%	3%	5%	-11%	-5%
COCCCC1CCN(Cc2nc(-c3ccccc3)no2)CC1	1.7%	82%	7%	1%	-8%
CC(C)CN(C(=O)COC(=O)c1ccc(C#N)cc1)C1CCS(=O)(=O)C1 (centres undefined)	1.8%	6%	-7%	-5%	/
Cc1ccc(-c2nnn(CC(=O)N(CC3CCCO3)C(C(=O)NC3CCCCC3)c3ccc(F)cc3)n2)o1 (centres undefined)	2.9%	6%	21%	6%	-5%
Cc1ccc(C(=O)COc2ccccc2-c2ccccc2)cc1	i	78%	6%	?	-2%
O=C(C1CCN(S(=O)(=O)N2CCC3(CC2)OCCO3)CC1)N1CCOCC1	1.1%	-13%	-3%	-2%	4%
CC(=O)Nc1ccc(SCC(=O)Nc2ccccc2Oc2ccccc2)cc1	1.6%	23%	9%	-8%	13%
CSCc1ccc(C(=O)NCc2ccccc2)cc1	0.2%	23%	2%	-4%	6%
Cc1ccc(C)c(NC(=O)C2CC(O)CN2C(=O)OC(C)(C)C)c1 (centres undefined)	1.2%	-7%	-28%	0%	-1%
Cc1ccc(NC(=O)CSc2nnc(Cn3c(=O)sc4ccccc43)n2C)cc1	0.5%	-18%	13%	-7%	-10%
Cc1cccn2c(=O)c3cc(S(=O)(=O)c4ccc(F)cc4)c(=N)n(Cc4ccco4)c3nc12	0.5%	47%	-2%	-1%	-24%
O=[N+]([O-])c1ccc(Cl)cc1N1CCOCC1	1.0%	-7%	6%	2%	4%
COc1ccc(CCN2CC(C(=O)Nc3nnc(Cc4ccccc4)s3)CC2=O)cc1OC (centres undefined)	0.8%	43%	-5%	4%	/
COc1ccc(OC)c(NC(=O)CSc2ccc3nnc(-c4ccccn4)n3n2)c1	4.0%	7%	-5%	0%	-6%
COc1ccc(N2CCN(c3cc(C)c4cccc(C)c4n3)CC2)cc1	0.3%	23%	11%	8%	-20%
O=C(N/N=C\c1ccc(CNS(=O)(=O)c2ccccc2)o1)C(=O)Nc1ccc(F)cc1	4.7%	-13%	-3%	?	-9%
CC(=O)N(Cc1ccc(F)cc1)C1=C(NCc2ccccc2)C(=O)c2ccccc2C1=O	6.4%	/	35µM*	/	/
COc1ccc(-c2cc3n(n2)CCc2nc4ccccc4n2-3)cc1	0.3%	61%	-11%	1.1µM*	-2%
O=C(c1cc(F)c(F)cc1Cl)N1CCN(CCc2ccccc2)CC1	0.5%	15%	-13%	-7%	3%
Cc1nc2ccc(Br)cc2c2c1CC(CBr)O2 (centres undefined)	i	77%	-5%	31%	-6%
O=C(CN1CCCC1)Nc1ccc(Oc2ccc(NC(=O)CN3CCCC3)cc2)cc1	6.0%	11%	14%	0%	7%
C/C=C(\C)C(=O)NCCN1C2=NC[C@@H](Cc3ccccc3)N2C[C@H]1Cc1ccc(O)cc1	0.0%	24%	-8%	-1%	-2%	VEEV TC-83 Vero 10K pilot screen=0.0
COc1cccc(CC(=O)Nc2cccc3ccccc23)c1	1.4%	6%	-16%	9%	7%
CCOC(=O)N1CCN(Cc2nc3c(c(=O)n(C)c(=O)n3C)n2Cc2cccc(C)c2)CC1	1.1%	14%	-2%	1%	-11%
CCOC(=O)CCCc1ccc(/C(C)=N/NC(=S)NC)cc1	1.2%	?	2%	?	-25%
CCc1cc2c(=O)n(-c3ccccc3)c(SCC(N)=O)nc2s1	i	-9%	1%	8%	-6%
Cc1cc(F)ccc1NC(=O)C1CCCO1 (centres undefined)	1.0%	/	2%	-11%	1%
COc1ccc(C(=O)COC(=O)c2cccnc2SC)cc1	i	16%	-2%	10%	-2%
CCCCN(C(=O)CNC(=O)c1ccco1)C(C(=O)NC1CCCCC1)c1ccc(OC)cc1OC (centres undefined)	0.3%	13%	14%	-5%	8%
CC(C)N(Cc1ccccc1)S(=O)(=O)c1cccs1	i	8%	-5%	4%	0%
Cc1ccc(C(=O)O/N=C/c2ccc(N(C)C)cc2)cc1	i	13%	9%	-7%	1%
O=C(CN1C(=O)CCSc2ccc(S(=O)(=O)N3CCOCC3)cc21)Nc1ccccc1Cl	0.7%	6%	-15%	1%	-2%
C/C(=N\NC(=O)CC#N)c1ccc(Oc2ccccc2)cc1	4.9%	57%	5%	8%	-2%
Cc1ccc(S(=O)(=O)/N=C(/Nc2ccc(O)c(C(=O)O)c2)c2ccccc2)cc1	1.8%	3%	-14%	-2%	/
O=C1N[C@@H](Cc2ccccc2)C(=O)N2[C@@H]1C[C@@]1(Br)c3ccccc3N(S(=O)(=O)c3ccccc3)[C@@H]21	0.1%	6%	1%	3%	-8%
COCc1cc(/C=N\NC(=O)Cc2ccc(Cl)cc2)ccc1OC	1.3%	-14%	2%	2%	0%

Quoted at random: 2 compounds from above.
SMILES	VEEV TC-83 Vero	M. tuberculosis	influenza NS1A	M. tuberculosis HTS	PhoP GFP inhibition	others
O=C(CN1CCCC1)Nc1ccc(Oc2ccc(NC(=O)CN3CCCC3)cc2)cc1	6.0%	11%	14%	0%	7%
CC(=O)N(Cc1ccc(F)cc1)C1=C(NCc2ccccc2)C(=O)c2ccccc2C1=O	6.4%	/	35µM*	/	/

Next part
SMILES	VEEV TC-83 Vero	M. tuberculosis	influenza NS1A	M. tuberculosis HTS	PhoP GFP inhibition	others
C=CCOc1nc(N(C)C)nc(N(C)C)n1	0.9%	-18%	-5%	2%	4%
CN(C1CCCCC1)S(=O)(=O)c1ccc(-n2cnnn2)cc1	1.4%	0%	2%	2%	-7%
C/C(=N\NC(=O)CN(c1ccccc1)S(C)(=O)=O)c1ccccc1O	1.2%	26%	5%	-4%	13%
Cc1ccc(CN2CCN(Cc3ccc(O)cc3)CC2CCO)o1 (centres undefined)	1.4%	-1%	4%	-3%	-2%
COc1c(C(=O)NNC(=O)c2ccccc2Cl)csc1Br	i	-18%	-2%	-10%	4%
COC(=O)c1cc(S(=O)(=O)NCC2CCN(Cc3ccc(C)cc3)CC2)cn1C	i	12%	0%	17%	-24%
O=C(N/N=C1\CCCc2ccccc21)c1ccccc1Cl	2.3%	27%	-3%	5%	2%
COc1cccc(/C=N/N2CCN(c3ccccc3OC)CC2)c1	0.8%	/	15%	-5%	7%	VEEV TC-83 Vero 10K pilot screen=0.7
CN1C(=O)[C@H]2[C@@H](/C=C/c3ccccc3)N3C(=O)CN(Cc4ccccn4)C(=O)[C@@]3(Cc3ccccc3)[C@H]2C1=O	1.4%	2%	-4%	-7%	/
CCC1CN(C(=O)NCc2ccccc2)c2cc(C)ccc2O1 (centres undefined)	1.4%	2%	-20%	11%	10%
CCC1CCCCN1C(=O)CCCc1ccccc1 (centres undefined)	i	50%	3%	11%	1%
Cc1ccc2c(c1)c(CC(=O)Nc1ccc(C)c(F)c1)c(C(=O)O)n2C	1.3%	-2%	-2%	-3%	6%
COc1cccc(C(=O)Cn2c(Br)nc3c2c(=O)n(C)c(=O)n3C)c1	2.9%	-5%	-5%	-5%	6%
O=C(NN1C(=O)C2C3c4ccccc4C(c4ccccc43)C2C1=O)c1ccc(Cl)cc1 (centres undefined)	i	-16%	-9%	6%	-6%
O=C(c1ccco1)N1CCc2ccccc21	0.7%	12%	-4%	-2%	2%
CCc1ccc(NC(=O)CCNS(=O)(=O)c2cccs2)cc1	1.2%	-23%	2%	?	1%
O=C(Nc1c2c(nc3ccccc13)CCCC2)c1ccccc1F	i	0%	-4%	-2%	-4%
NC(=O)CC(NC(=O)c1cccc(Br)c1)c1ccc(NC2CCCCCCC2)c([N+](=O)[O-])c1 (centres undefined)	i	23%	1%	7%	-10%	VEEV TC-83 Vero 10K pilot screen=0.0
O=C(Nc1nc2c(Cl)cccc2s1)c1ccc([N+](=O)[O-])o1	4.3%	1.6µM*	-2%	?	-6%
O=C(COC(=O)CC1Sc2ccccc2NC1=O)NCc1ccccc1 (centres undefined)	0.3%	5%	-1%	18%	2%
Cc1ccc(OC2=NS(=O)(=O)c3ccccc32)cc1	1.5%	5%	6%	-9%	-5%
C=CCC1(C(=O)NCCO)CCN(C(=O)OC(C)(C)C)CC1	0.1%	0%	4%	-4%	4%
CC(=O)N1CCN(c2nc3cc4c(cc3nc2NS(=O)(=O)c2ccccc2)OCCO4)CC1	8.1%	11%	-14%	-5%	1%
Clc1ccc(-c2csc3ncnc(Cl)c23)cc1	0.8%	54%	-11%	-2%	-18%
CCOC(=O)CSc1ccc2nnc(-c3ccncc3)n2n1	0.6%	/	13%	-4%	4%
CCOC(=O)N1CCC(NC(=O)CC2C(=O)NCCN2Cc2ccc(C)cc2)CC1 (centres undefined)	1.2%	-13%	-10%	-10%	-11%
Cc1cc(C(=O)Nc2ccc3[nH]ccc3c2)no1	2.0%	-15%	7%	3%	6%
O=C(CSc1ncn[nH]1)NN(c1ccccc1)c1ccccc1	0.5%	29%	-1%	1%	-4%
C/C(=C\C(=O)c1ccc(Cl)cc1)Nc1ccc(Br)cc1	1.5%	9%	13%	0%	-1%
O=C(CCNC(=O)c1ccc(Br)cc1)Nc1cccc(S(=O)(=O)N2CCCCC2)c1	3.4%	15%	3%	28%	5%
O=C(NCc1ccco1)C1CCCN(c2ncnc3c2nc2n3CCCCC2)C1 (centres undefined)	i	5%	-6%	1%	-6%
CCc1ccccc1NC(=O)CC(=O)Nc1ccccc1CC	i	26%	-3%	5%	-6%
Cc1nonc1NC(=O)CSc1nc2ccccc2o1	1.0%	?	5%	-3%	15%
Cn1nc(C(=O)NCc2ccco2)c2ccccc2c1=O	i	-5%	12%	-7%	-2%
COCCNC(=S)N/N=C1\CC(C)CC(C)(C)C1 (centres undefined)	i	76%	4%	3%	-1%
O=C(NN(c1ccccc1)c1ccccc1)c1ccccc1F	1.2%	14%	7%	-6%	11%
CCOc1cc2[nH]c(=S)n(CCCN3CCOCC3)c(=O)c2cc1OCC	3.5%	-1%	-5%	-2%	-5%
CC(C)=CCCC(C)CN1CCC(n2nccc2NC(=O)c2ccccc2)CC1 (centres undefined)	i	12%	-9%	-2%	2%
CN1N=C(c2ccc(Cl)cc2)CC(c2ccc(Cl)cc2)C1=O (centres undefined)	i	37%	7%	19%	-7%
COc1cc(C(=O)N2C(=O)c3cccc(N)c3C2=O)cc(OC)c1OC	2.1%	12%	-2%	0%	7%
CCOc1ccccc1C1CC(=O)NC2=C1C(=O)CCC2 (centres undefined)	0.4%	0%	-2%	1%	-29%
O=C(Cc1ccsc1)OCC(=O)c1ccccc1	1.1%	12%	-21%	3%	/
O=S(=O)(NCc1ccco1)c1ccc(S(=O)(=O)N2CCCC2)cc1	0.3%	-24%	-2%	-2%	9%
COc1ccc2cc(-c3ccn[nH]3)ccc2c1	0.6%	13%	-10%	4%	-2%
FC(F)(F)c1ccccc1CNCc1ccc2c(c1)OCO2	0.6%	-10%	1%	-2%	14%
O=C(OCC(=O)N1CCCCC1)c1ccc2c(c1)C(=O)N(Cc1ccco1)C2=O	1.1%	-4%	-6%	-3%	/
COC(=O)[C@@]1(C)[C@H]2C(=O)N(C)C(=O)[C@H]2[C@H]2CN=C(SCC(=O)c3ccccc3)N21	i	/	-2%	/	/
Cn1c(N)c(C(=O)COC(=O)c2ccccn2)c(=O)n(C)c1=O	3.1%	1%	-1%	-15%	5%
CC(C)C(=O)c1cn(CC(=O)O)c2ccccc12	i	-12%	4%	3%	2%
COC(=O)c1ccc(C)c(NC(=O)CCCN2C(=O)NC(C)(C)C2=O)c1	1.3%	-9%	-10%	1%	/

As a working copy, part of the list above.
SMILES	VEEV TC-83 Vero	M. tuberculosis	influenza NS1A	M. tuberculosis HTS	PhoP GFP inhibition	others
O=C(Cc1ccsc1)OCC(=O)c1ccccc1	1.1%	12%	-21%	3%	/
O=S(=O)(NCc1ccco1)c1ccc(S(=O)(=O)N2CCCC2)cc1	0.3%	-24%	-2%	-2%	9%
COc1ccc2cc(-c3ccn[nH]3)ccc2c1	0.6%	13%	-10%	4%	-2%
FC(F)(F)c1ccccc1CNCc1ccc2c(c1)OCO2	0.6%	-10%	1%	-2%	14%
O=C(OCC(=O)N1CCCCC1)c1ccc2c(c1)C(=O)N(Cc1ccco1)C2=O	1.1%	-4%	-6%	-3%	/
